Source: PubChem (National Center for Advancing Translational Sciences (NCATS))
AmpC no deterg: blocks E. coli AmpC beta-lactamase in detergent-free assay; P00811; AmpC nitrocefin hydrolysis, absorbance 480 nm, 0.0001% Triton; Potency, µM (doses to about 57.1 µM), inactives show at the highest dose activity change, negative = inhibition, most hits filed as inhibitors; 0.52% of 330,000 active; AID 485341;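 also: potency is read from the fitted curve at half-maximal effect; plate controls were no compound for no effect and no enzyme for full effect; nearly all actives have a fitted effect of over 20% in size; some results filed as inactive show a strong effect at the top dose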
Target sequence (P00811 whole entry, looked up): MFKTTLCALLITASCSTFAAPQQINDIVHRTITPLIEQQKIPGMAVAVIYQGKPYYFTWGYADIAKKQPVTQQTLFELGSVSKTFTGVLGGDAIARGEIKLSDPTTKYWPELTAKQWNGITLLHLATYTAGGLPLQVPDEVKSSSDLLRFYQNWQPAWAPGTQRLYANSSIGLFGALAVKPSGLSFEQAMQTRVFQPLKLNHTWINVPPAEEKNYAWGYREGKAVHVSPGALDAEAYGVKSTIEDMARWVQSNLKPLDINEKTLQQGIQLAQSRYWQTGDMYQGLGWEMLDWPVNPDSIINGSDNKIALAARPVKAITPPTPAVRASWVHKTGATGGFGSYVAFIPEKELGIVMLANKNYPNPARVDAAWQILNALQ
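20 mM phosphate pH 7.0 + 0.01% (detergent screen) or 0.0001% Triton X-100; 5.3 nM AmpC reagent; cpd preinc 15 min RT; nitrocefin (800 uM stock) to start; A480 q20 s × 4 min; Activity was normalised to no-enzyme and no-compound control wells.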
Shiga inhibitor: inhibitors of Shiga toxin in Vero cells | Vero cells, Shiga toxin protein synthesis inhibition reporter | 9.2% of 290,000 active | AID 2315 | inhibition, % at 38.7 µM; in the data active = inhibition mostly above about 28%, no sharp cut-off; inactive = mostly below about 43%; also: 0% is about no effect
CHX counter: affects cycloheximide protein synthesis inhibition readout, counter-screen. cell reporter, cycloheximide protein synthesis inhibition counterscreen. max response, %. 12% of 300,000 active. AID 2314; in the data active = max response mostly above about 13%, no sharp cut-off; inactive = mostly below about 14%; also: read at 38.3 µM for the half of the compounds with a filed dose; 0% is about no effect
LmPK inhibitor: blocks Leishmania mexicana pyruvate kinase activity. purified LmPK, Kinase-Glo ATP luminescence, 1 h. Q27686. 0.37% of 290,000 active. Potency, µM (top dose mostly 57.5 µM), for the others: at the highest dose activity change, negative = inhibition, usual class: inhibitors; also: potency is read from the fitted curve at half-maximal effect; % is scaled to controls: 0 for no effect and ±100 for the full control effect
Target sequence (Q27686 whole entry, looked up): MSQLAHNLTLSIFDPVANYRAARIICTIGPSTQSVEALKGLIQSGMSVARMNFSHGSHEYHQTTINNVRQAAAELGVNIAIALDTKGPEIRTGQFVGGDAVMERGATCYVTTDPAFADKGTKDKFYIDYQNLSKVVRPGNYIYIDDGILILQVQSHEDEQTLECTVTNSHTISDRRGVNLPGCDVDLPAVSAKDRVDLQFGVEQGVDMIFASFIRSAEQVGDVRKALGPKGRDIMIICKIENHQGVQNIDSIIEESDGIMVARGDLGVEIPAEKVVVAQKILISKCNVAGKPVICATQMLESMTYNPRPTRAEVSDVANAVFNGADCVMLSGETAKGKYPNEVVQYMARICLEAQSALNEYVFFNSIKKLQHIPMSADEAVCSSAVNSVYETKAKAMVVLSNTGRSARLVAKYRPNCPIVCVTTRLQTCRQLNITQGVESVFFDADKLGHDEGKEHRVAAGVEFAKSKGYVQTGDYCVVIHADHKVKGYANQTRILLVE
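0.1 nM LmPK, 0.5 mM PEP, 0.1 mM ADP; 50 mM imidazole pH 7.2, 7 mM MgCl2, 50 mM KCl; 1 h RT. Kinase-Glo luminescence readout, normalized to no-enzyme (full inhibition) and uninhibited wells.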
Pf growth 48h: inhibits P. falciparum growth in the first generation, 48 h | P. falciparum luciferase growth in erythrocytes, 48 h | Potency, µM (top dose mostly 28.7 µM), for inactives: at the top dose activity change, negative = inhibition, most hits filed as inhibitors | 5.9% of 310,000 active | AID 504832; also: potency is read from the fitted curve at half-maximal effect; % is scaled to controls: 0 for no effect and ±100 for the full control effect
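Here the parasites carry a stable luciferase gene and grow inside erythrocytes in Albumax-based RPMI medium with compound for one erythrocytic cycle. Activity is scored as loss of luminescent signal.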
TbPYK inhibitor: T. brucei pyruvate kinase inhibition. Q57TT1. TbPYK enzyme, Kinase-Glo Plus ATP luminescence, 45 min. Potency, µM (titrated, usually from 76.8 µM), inactives show top-dose activity, negative = inhibition, most hits filed as inhibitors. 0.12% of 410,000 active. AID 624173; also: potency is read from the fitted curve at half-maximal effect; % is scaled to controls: 0 for no effect and ±100 for the full control effect; nearly all actives have a fitted effect of over 50% in size
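Readout: single end-point luminescence (Kinase-Glo Plus, 10 min). Reaction conditions were TbPYK/substrate plus 130 uM ADP, 45 min at RT, pH 7.2 TEA buffer. No-enzyme wells served as controls, and data were normalized before concentration-response fitting.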
Pf growth 96h: P. falciparum growth inhibition at 96 hour, primary screen for plastid delayed-death inhibitors | P. falciparum luciferase reporter growth, 96 h | Potency, µM (series often up to 28.7 µM), inactives show at the top dose activity change, negative = inhibition, actives largely listed as inhibitors | 6.9% of 320,000 active; also: potency is read from the fitted curve at half-maximal effect; % is scaled to controls: 0 for no effect and ±100 for the full control effect
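Cell-based qHTS: luciferase-tagged P. falciparum in erythrocytes (2% hematocrit, 0.05% parasitemia final) incubated with compounds for 96 hours, 37 C, 5% CO2; luciferase detection reagent then added and luminescence measured.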
* = called active by the depositor; i = inactive; u = inconclusive; x = not tested or not shown; [ ] = dose if it differs, or a comment. Unless noted, calls follow the shape of the dose curve; as a rule, active = well fitted curve in the direction sought with a large enough effect; inconclusive = small, poorly fitted or top-dose-only effect, or another doubt; inactive = no such curve, though single readings can be large; an effect the other way counts as inactive or inconclusive. Rows are unselected. Share with any hit: about 22%.

structure | AmpC no deterg | Shiga inhibitor | CHX counter | LmPK inhibitor | Pf growth 48h | TbPYK inhibitor | Pf growth 96h
CCc1noc(C)c1C(=O)OCC(=O)Nc1cccc(C)c1 | -13% | x | x | x | u | 0% | 23%
CN(CCNC(=O)CN1C(=O)CSc2ccc(S(=O)(=O)N3CCCC3)cc21)Cc1ccccc1 | 76%[activator] | -7 | 4 | 9% | -26% | -3% | -19%
Cc1ccc(C)c(NC(CC(=O)c2ccccc2)C(=O)OCC(=O)c2cccs2)c1 (stereo not drawn) | -14% | -2 | -1 | -1% | 53%[activator] | 2% | 43%[activator]
CN(C)C1=NCCN1CC1CCCCCC1 | -4% | x | x | x | u | 1% | 38%[activator]
C/C=C(/C)C(=O)O[C@@H]1[C@H](OC(C)=O)c2c(ccc3ccc(=O)oc23)OC1(C)C | 73%[activator] | 8 | -1 | 4% | u | -3% | u
Cc1cc(C)c(OCC(=O)Nc2ccccc2N2CCOCC2)c(C)c1 | 44% | -2 | -4 | 5% | 12µM* | -1% | -6%
COc1ccc(/C=C/C(=O)NC(=S)NNC(=O)c2cc(OC)c(OC)c(OC)c2)cc1 | -23% | -4 | 8 | 1% | 15µM* | -7% | u
CCOC(=O)c1c(C)n(Cc2ccccc2)c2ccc(OCC(O)Cn3nc(C)nc3C)cc12 (stereo not drawn) | 282%[activator] | 11 | -1 | -2% | u | 1% | -3%
O=C(CSc1nnc(CNc2ccc(Cl)cc2)o1)Nc1nc2c(s1)CCCC2 | -12% | -18 | -1 | 1% | 28% | 3% | u
CCOC(=O)c1csc(NNC=O)n1 | -11% | -8 | 6 | -2% | 14% | -9% | 40%[activator]
O=C(O)c1cc(Br)ccc1NN=C1CCCCC1 | -30% | 18 | 21* | 0% | 6% | 6% | 10%
CC(=O)C1=C(O)C(=O)N(Cc2ccccc2)C1c1ccc(F)cc1 (stereo not drawn) | -13% | -6 | -2 | 2% | x | -5% | 10%
COc1ccccc1N(CC(=O)Nc1c(C)cccc1C)S(C)(=O)=O | 2% | -18 | -3 | 4% | x | 1% | u
Cc1ccc(N=C2NC(=O)/C(=C/c3cn(C)c4ccccc34)S2)cc1C | -38% | -4 | -2 | 1% | u | -5% | 4.7µM*
CCOC(=O)C1(Cc2ccccc2)CCN(Cc2cccn2-c2nccs2)CC1 | 37% | 22 | 7 | 1% | -71% | 4% | 2%
CN(C)CCn1c2ccccc2c2nc3ccc([N+](=O)[O-])cc3cc21 | 0% | 39* | 16* | 1% | 1.9µM* | -1% | u
Cc1cc(C)c(C#N)c(OCC(=O)Nc2ccccc2)n1 | -9% | 1 | 1 | 2% | -3% | 2% | 31%[activator]
CNC(=S)N/N=C/c1ccc2c(c1)OCCO2 | -22% | 73* | 36* | -6% | 47%[activator] | 4% | 58%[activator]
COc1ccc(/C=C/C(=O)Nc2ccc(OC)cc2[N+](=O)[O-])cc1 | -25% | -2 | -1 | 4% | 11% | -3% | 19%
Cc1sc2ncnc(NC3CCN(Cc4ccccc4)CC3)c2c1C | -10% | -14 | -2 | 1% | -14% | 0% | -8%
O=c1[nH]c(SCCN2CCOCC2)nc(O)c1-c1ccccc1 | 0% | -3 | -3 | 6% | 38%[activator] | -1% | 41%[activator]
O=C(OCc1cc2ccccc2[nH]c1=O)c1ccccc1 | -18% | -3 | -1 | 7% | -15% | 2% | 2%
O=C(CCCCCN1C(=O)CCC1=O)Nc1ccc2c(c1)OCO2 | -8% | 17 | 9 | 6% | 11% | -3% | 17%
CCc1sc(C(=O)N2CCN(c3ccc(F)cc3)CC2)cc1C | 13% | 3 | 1 | 6% | -11% | 4% | -14%
Cc1ccc(NNS(=O)(=O)c2ccc(C)cc2)cc1 | -33% | 25 | 18 | 34% | 14% | u | u
Cc1ccc(NC(=O)CN(C)C(=O)c2ccc(S(=O)(=O)N(C)c3ccccc3)cc2)cc1 | 68%[activator] | -11 | 2 | 2% | u | 1% | u
CCCC(=O)Nc1nc2ccc(OC)cc2s1 | -24% | 104* | 75* | -6% | 35%[activator] | 0% | 66%[activator]
CCCCNS(=O)(=O)c1ccc(NC(=O)C2CCCO2)cc1 (stereo not drawn) | -14% | 15 | -3 | 2% | 0% | -1% | 5%
Cc1ccc(C(=O)OCN2C(=O)c3ccccc3C2=O)o1 | -11% | x | x | x | 5% | 23% | 77%[activator]
Cc1ccc(S(=O)(=O)N(C)C)cc1NC(=O)COC(=O)C1CCN(S(=O)(=O)c2cccs2)CC1 | -16% | x | x | x | -14% | -4% | 28%
O=C(Nc1cc(Cl)ccc1O)C1CCCO1 (stereo not drawn) | -4% | -20 | -7 | -2% | 2% | -11% | x
O=C(Cn1nnc2ccccc21)c1ccc(Cl)cc1 | -21% | 54* | 41* | -3% | 59%[activator] | -1% | 33%[activator]
Cc1ccc(C(=O)c2cc([N+](=O)[O-])ccc2N2CC(C)OC(C)C2)cc1 (stereo not drawn) | 58% | -14 | -8 | 2% | 9.3µM* | -9% | u
O=C(CCSc1ccccc1)NCCSCc1ccccc1 | -17% | -2 | 7 | 2% | 32%[activator] | 1% | -12%
Cc1cccc(Nc2nnc(SCC(=O)c3ccc(O)cc3O)s2)c1 | -49% | 27 | 19 | 1% | -26% | -4% | u
COc1ccnc(CSC(N)=Nc2ccccc2C(F)(F)F)c1 | -5% | 22* | 15 | 3% | 13% | 0% | 19%
Cc1cc(C(=O)Nc2ccccc2)nn1C(C)(C)C | -10% | 67* | 43* | -19% | 207%[activator] | -2% | 315%[activator]
CC(C)C1Oc2ccccc2N(CC(=O)NCCCN2C(C)CCCC2C)C1=O (stereo not drawn) | 20% | -9 | -4 | 4% | -4% | 7% | u
COC(=O)C1=C(C(=O)OC)N2C=CC=CC2(C)C(C(=O)OC)=C1C(=O)OC (stereo not drawn) | 55% | -9 | -2 | 0% | -4% | -3% | 32%[activator]
CC(C)(C)c1ccc(CN2C3=NCCCN3c3ccccc32)cc1 | 25% | -7 | -5 | -4% | 3.7µM* | 7% | 1%
COc1ccc(N2CCN(C(=O)Nc3ccccc3C)CC2)cc1 | -8%[2.29 µM] | -1 | -3 | 0% | 16% | -10% | 11%
CCOc1ccc(C(=O)OCC(=O)NCCNC(=O)COC(=O)c2ccc(OCC)cc2)cc1 | -2% | -6 | 1 | 1% | 28% | -1% | -22%
CCOC(=O)c1cc2c(=O)n3ccccc3nc2n(CC(C)C)c1=NC(=O)c1ccco1 | 4% | 20 | 11 | -3% | 10µM* | -12% | x
O=C(Nc1ccc2c(c1)OCO2)c1cc(-c2cccnc2)nc2ccccc12 | 2% | 71 | 16* | -1% | 0% | -4% | u
CCCOC(=O)C1C2c3ccccc3C(c3ccccc32)C1C(=O)O (stereo not drawn) | -42% | -5 | -11 | 4% | 0% | -18% | 12%
CC(=O)Nc1ccc(OC(=O)c2cc3ccccc3oc2=O)cc1 | -16% | 12 | 7 | 1% | 19% | 2% | 12µM*
CC1CCc2cc(F)ccc2N1C(=O)CSc1nnc(-c2cccs2)n1C (stereo not drawn) | -8% | 11 | 10 | 3% | u | 1% | u
CC1(C)CC(=O)c2c(nc(SCC(=O)Nc3nsc(-c4ccccc4)n3)c(C#N)c2-c2ccccc2)C1 | -12% | 15 | 2 | 2% | u | 5% | 15µM*
CCc1cccc(NC(=S)N(CCN(C)C)C(C)c2ccncc2)c1 (stereo not drawn) | 3% | -2 | -7 | -1% | u | 1% | -18%
COc1ccccc1N1CCN(C2CC(=O)N(C)C2=O)CC1 (stereo not drawn) | 91%[activator] | 29 | 11 | -2% | 11% | -4% | 27%
CCc1nc(N2CCCC2C(=O)O)c2oc3ccccc3c2n1 (stereo not drawn) | -6% | 2 | -3 | -2% | 12% | 7% | 61%[activator]
Clc1cccc(OCCn2ccnc2)c1 | -6% | -3 | -1 | -3% | -3% | 10% | i
C/C(=N\N=C(/N)SC1CC(=O)N(c2cccc(Cl)c2)C1=O)c1cccs1 (stereo not drawn) | 0% | -5 | 6 | 1% | u | 2% | u
CCC(NC(=O)Cc1c(C)c2c(cc(C)c3c(C)c(C)oc32)oc1=O)C(=O)O (stereo not drawn) | -21% | 9 | 5 | 7% | 20% | 0% | 31%[activator]
CC(C)NC(=O)c1ccccc1NC(=O)Cc1ccc([N+](=O)[O-])cc1 | -19% | -5 | -4 | -4% | u | -5% | u
COc1ccc(/C=N/Nc2nonc2N)c(OC)c1 | -1% | 47 | 14 | 2% | 60%[activator] | -2% | 20%
Cc1ccc2nc(/C(C#N)=C\c3ccc(Oc4ccc(C(F)(F)F)cc4[N+](=O)[O-])cc3)[nH]c2c1 | -52% | 79* | 31* | 4% | -9% | -3% | -3%
COc1ccc(NC2CCCN(C(=O)CCN3CCOCC3)C2)cc1 (stereo not drawn) | -1% | -4 | 5 | 6% | -9% | -1% | 8%
COc1ccccc1OCC(=O)NCC1CCCN(Cc2cnn(C(C)C)c2)C1 (stereo not drawn) | -6% | -31 | 8 | -9% | 15% | 2% | -1%
O=C(O)c1cc(N/N=C2/CC(c3ccccc3)Oc3ccccc32)ccc1Cl (stereo not drawn) | -16% | 54* | 40* | 9% | 2% | 2% | 7%

(continued)
structure | AmpC no deterg | Shiga inhibitor | CHX counter | LmPK inhibitor | Pf growth 48h | TbPYK inhibitor | Pf growth 96h
CCN1CCN(C(=O)c2oc(=O)c3ccccc3c2-c2ccc(C)cc2)CC1 | 42% | -8 | -6 | 1% | u | -2% | 4.7µM*
CCn1ncc(Br)c1C(=O)Nc1ccc2c(c1)OCCO2 | -14% | 99* | 70* | -16% | 134%[activator] | 5% | 16%
O=C(CSc1nnc(-c2cccnc2)n1Cc1ccco1)NCc1ccc2c(c1)OCO2 | -21% | -1 | -4 | 0% | 4% | 7% | u
O=C(Cn1nnc2ccccc21)OCC(=O)c1ccc(Cl)c(Cl)c1 | -16% | 8 | -3 | 8% | u | 0% | x
COc1ccc([N+](=O)[O-])cc1NC(=O)CCc1ccccc1 | -26% | 17 | -4 | 1% | u | -5% | 33%[activator]
CC1(C)Cc2cccc(OCC(=O)N3CCN(S(=O)(=O)c4ccc(F)cc4)CC3)c2O1 | 36% | -10 | -3 | 6% | u | -3% | 9.3µM*
O=C(Nc1cc(C(F)(F)F)ccc1-n1cnc2ccccc21)c1ccccc1 | -10% | -11 | -4 | 0% | -18% | 3% | 0%
CCN(CC(O)CON=C1c2ccccc2-c2ccccc21)S(=O)(=O)c1ccc(C)cc1 (stereo not drawn) | -3% | -8 | -1 | -3% | u | -4% | 2.3µM*
CCN(CC(=O)NCc1cccs1)C(=O)/C=C/c1ccc(OC)c(OC)c1 | -2% | x | x | x | -9% | 1% | 4%
COc1cccc(-c2[nH]nc3c2C(c2ccc(C)o2)C(C#N)=C(N)O3)c1 (stereo not drawn) | -49% | 22 | -2 | -2% | 6% | 2% | 43%[activator]

Structural class: those above containing bromine.
structure | AmpC no deterg | Shiga inhibitor | CHX counter | LmPK inhibitor | Pf growth 48h | TbPYK inhibitor | Pf growth 96h
O=C(O)c1cc(Br)ccc1NN=C1CCCCC1 | -30% | 18 | 21* | 0% | 6% | 6% | 10%
CCn1ncc(Br)c1C(=O)Nc1ccc2c(c1)OCCO2 | -14% | 99* | 70* | -16% | 134%[activator] | 5% | 16%
